Source: PubChem (NCI)
NCI-60 one-dose screen, 48 h, at 10 µM unless noted. Numbers give growth in % (100 = growth as untreated, 0 = no growth, -100 = all killed).
PC-3 – PC-3 prostate cancer cells; AID 1794754; 80,000 compounds, 3.9% hits
OVCAR-8 – OVCAR-8 ovarian cancer. 81,000 compounds, 4.4% hits. AID 1794782
SK-OV-3 – SK-OV-3 ovarian cancer cells | 80,000 compounds, 3.2% hits | AID 1794785
OVCAR-5 – OVCAR-5 ovarian cancer; 82,000 compounds, 2.9% hits; AID 1794783
SF-295 – SF-295 CNS cancer cells | AID 1794758 | 79,000 compounds, 5.6% hits
DU-145 – DU-145 prostate cancer; 81,000 compounds, 4.2% hits; AID 1794760
OVCAR-3 – OVCAR-3 ovarian cancer; AID 1794787; 79,000 compounds, 7% hits
U251 – U251 CNS tumor cells; 80,000 compounds, 5.4% hits; AID 1794753
OVCAR-4 – OVCAR-4 ovarian cancer cells. 80,000 compounds, 3.7% hits
* marks the source's active call; other numbers are inactive results; & = joins results of further samples. How the source made its calls: active means growth percent below 10; inactive means the rest.

`CNC(=O)[C@H](O)[C@H](Cc1ccccc1)N(Cc1ccccc1)Cc1ccccc1` gave PC-3 100, OVCAR-8 103, SK-OV-3 100, OVCAR-5 102, SF-295 107, DU-145 111, OVCAR-3 113, U251 103 and OVCAR-4 108.
For Nc1nc(C(=O)OCCBr)cs1 the results were PC-3 96, OVCAR-8 105, SK-OV-3 99, OVCAR-5 108, SF-295 108, DU-145 122, OVCAR-3 137, U251 99 and OVCAR-4 114.
CC1(C)CC[C@]2(C(=O)O)CC[C@]3(C)C(=CC[C@@H]4[C@@]5(C)C/C(=C/c6ccncc6)C(=O)C(C)(C)[C@@H]5CC[C@]43C)[C@@H]2C1 was read as PC-3 50, OVCAR-8 77, SK-OV-3 94, OVCAR-5 97, SF-295 69, DU-145 84, OVCAR-3 78, U251 55 and OVCAR-4 77.
For CCCCC1CCCCN1C(=O)OCC(C)C (stereo not given) the results were PC-3 87, OVCAR-8 103, SK-OV-3 100, OVCAR-5 101, SF-295 120, DU-145 113, OVCAR-3 108, U251 99 and OVCAR-4 112.
CC(NCCc1ccccc1)C1CCOC1=O (stereo not given) was read as PC-3 95, OVCAR-8 90, SK-OV-3 104, OVCAR-5 110, SF-295 112, DU-145 113, OVCAR-3 108, U251 94 and OVCAR-4 111.
COc1cc2ccccc2cc/c1=N\O was read as PC-3 95, OVCAR-8 98, SK-OV-3 103, OVCAR-5 91, DU-145 98, OVCAR-3 110, U251 101 and OVCAR-4 98.
For COc1cc(/C=C/C(=O)c2ccc(O)c(CN3CCN(c4cc5c(cc4F)c(=O)c(C(=O)O)cn5C4CC4)CC3)c2)cc(OC)c1OC the results were PC-3 47, OVCAR-8 31, SK-OV-3 89, OVCAR-5 66, SF-295 86, DU-145 25, OVCAR-3 14 and OVCAR-4 50.
`CC1=NN(c2nc(-c3c(O)cc(C)oc3=O)cs2)C(=O)/C1=C\c1cccc(O)c1O` gave PC-3 100, OVCAR-8 104, SK-OV-3 106, OVCAR-5 109, SF-295 110, DU-145 110, OVCAR-3 108, U251 106 and OVCAR-4 103.
O=C(O)CCCN1C(=O)/C(=C/c2cc3cc4c(cc3nc2Cl)OCO4)SC1=S was read as PC-3 92, OVCAR-8 92, SK-OV-3 127, OVCAR-5 113, SF-295 105, DU-145 104, OVCAR-3 105, U251 96 and OVCAR-4 95.
Screening Cc1noc(NS(=O)(=O)c2ccc(NC(=S)/N=C/C(C(=O)c3ccccc3)=C(\O)c3ccccc3)cc2)c1C returned PC-3 98, OVCAR-8 109, SK-OV-3 100, OVCAR-5 107, SF-295 106, DU-145 106, OVCAR-3 113, U251 98 and OVCAR-4 116.
CCCCCCC(C)OC(=O)/C=C/c1ccccc1 (stereo not given) was read as PC-3 93, OVCAR-8 100, SK-OV-3 114, OVCAR-5 106, SF-295 107, DU-145 108, OVCAR-3 109, U251 96 and OVCAR-4 112.
For C[C@H]1[C@H](C)CC[C@]2(C(=O)NCCCNCCCCNCCCN)CC[C@]3(C)C(=CC[C@@H]4[C@@]5(C)C/C(=C/c6ccco6)C(=O)C(C)(C)[C@@H]5CC[C@]43C)[C@H]12 the results were PC-3 81, OVCAR-8 100, SK-OV-3 101, OVCAR-5 98, SF-295 99, DU-145 105, OVCAR-3 110, U251 93 and OVCAR-4 108.

Three compounds already listed, arranged by formula weight, low to high:
CC(NCCc1ccccc1)C1CCOC1=O (stereo not given) was read as PC-3 95, OVCAR-8 90, SK-OV-3 104, OVCAR-5 110, SF-295 112, DU-145 113, OVCAR-3 108, U251 94 and OVCAR-4 111.
O=C(O)CCCN1C(=O)/C(=C/c2cc3cc4c(cc3nc2Cl)OCO4)SC1=S was read as PC-3 92, OVCAR-8 92, SK-OV-3 127, OVCAR-5 113, SF-295 105, DU-145 104, OVCAR-3 105, U251 96 and OVCAR-4 95.
For COc1cc(/C=C/C(=O)c2ccc(O)c(CN3CCN(c4cc5c(cc4F)c(=O)c(C(=O)O)cn5C4CC4)CC3)c2)cc(OC)c1OC the results were PC-3 47, OVCAR-8 31, SK-OV-3 89, OVCAR-5 66, SF-295 86, DU-145 25, OVCAR-3 14 and OVCAR-4 50.

Looked up by compound from the entries so far, two records:
For COc1cc(/C=C/C(=O)c2ccc(O)c(CN3CCN(c4cc5c(cc4F)c(=O)c(C(=O)O)cn5C4CC4)CC3)c2)cc(OC)c1OC the results were PC-3 47, OVCAR-8 31, SK-OV-3 89, OVCAR-5 66, SF-295 86, DU-145 25, OVCAR-3 14 and OVCAR-4 50.
CC(NCCc1ccccc1)C1CCOC1=O (stereo not given) was read as PC-3 95, OVCAR-8 90, SK-OV-3 104, OVCAR-5 110, SF-295 112, DU-145 113, OVCAR-3 108, U251 94 and OVCAR-4 111.

Next section:
Nc1ccc(Nc2ccccc2)cc1 was read as PC-3 90&63, OVCAR-8 88&86, SK-OV-3 101&89, OVCAR-5 127&108, SF-295 94&98, DU-145 109&88, OVCAR-3 88&61, U251 58 and OVCAR-4 62.
For NS(=O)(=O)c1ccc(-n2ncc3c2ncn2c(=S)[nH]nc32)cc1 the results were PC-3 94, OVCAR-8 84, SK-OV-3 115, OVCAR-5 102, SF-295 13, DU-145 111, OVCAR-3 90, U251 98 and OVCAR-4 113.
Screening O=C(O)C1CCC(c2ccccc2)=N1 (stereo not given) returned PC-3 100, OVCAR-8 98, SK-OV-3 100, OVCAR-5 108, SF-295 104, DU-145 101, OVCAR-3 98, U251 97 and OVCAR-4 98.
`O=C1NN(c2ccccc2)C(=O)/C1=C\c1ccccc1` gave PC-3 99, OVCAR-8 104, OVCAR-5 101, SF-295 104, DU-145 108, OVCAR-3 113, U251 96 and OVCAR-4 108.
Screening Cc1ccc(-n2c(-c3ccccc3)c(-c3ccccc3)c3c4n(c(=S)nc32)CCN4)cc1 returned PC-3 70, OVCAR-8 64, SK-OV-3 92, OVCAR-5 93, SF-295 85, DU-145 88, OVCAR-3 72, U251 78 and OVCAR-4 71.
CSc1ncc2ncn(C3OC(CO)C(O)C3O)c2n1 (stereo not given) was read as OVCAR-8 138, SK-OV-3 104, OVCAR-5 156, SF-295 107, DU-145 115, U251 103 and OVCAR-4 101.
For CCCCCCCCCCCCCCCCCC(=O)OCCN1C(=O)c2ccccc2C1=O the results were PC-3 93, OVCAR-8 103, SK-OV-3 94, OVCAR-5 112, SF-295 101, DU-145 103, OVCAR-3 120, U251 116 and OVCAR-4 102.
For COc1cc2nc(Cl)nc(Nc3cccc(C4=NN(C(C)=O)C(c5ccc(F)cc5)C4)c3)c2cc1OC (stereo not given) the results were PC-3 59, OVCAR-8 81, SK-OV-3 105, OVCAR-5 95, SF-295 72, DU-145 88, OVCAR-3 92, U251 82 and OVCAR-4 99.
`CC(O)(Cc1cccnc1)c1cccs1` (stereo not given) gave PC-3 97, OVCAR-8 101, SK-OV-3 106, OVCAR-5 103, SF-295 104, DU-145 104, OVCAR-3 111, U251 101 and OVCAR-4 110.
Screening O=C1Nc2c(c(=O)n(-c3ccccc3)c3ccccc23)C(c2ccccc2)N1 (stereo not given) returned PC-3 126, OVCAR-8 108, SK-OV-3 100, OVCAR-5 104, SF-295 127, DU-145 129, OVCAR-3 118, U251 103 and OVCAR-4 101.
COc1c(F)ccc(C(=O)Nc2ccc3nc(NC(=O)C4CCCN(S(=O)(=O)C5CC5)C4)sc3c2)c1F (stereo not given) was read as PC-3 39, OVCAR-8 36, SK-OV-3 44, OVCAR-5 77, SF-295 18, DU-145 67, OVCAR-3 66, U251 48 and OVCAR-4 39.
Screening COc1ncnc2c1cnn2C returned PC-3 101, OVCAR-8 103, SK-OV-3 104, OVCAR-5 103, SF-295 112, DU-145 111, OVCAR-3 109, U251 106 and OVCAR-4 117.
`N#CC1=C(N)Oc2c(ccc3ccccc23)C1c1ccccc1[N+](=O)[O-]` (stereo not given) gave PC-3 75, OVCAR-8 93, SK-OV-3 84, OVCAR-5 97, SF-295 102, DU-145 104, OVCAR-3 84, U251 95 and OVCAR-4 93.
Screening O=C(C[n+]1ccc2ccccc2c1)c1ccc(Br)cc1 returned PC-3 82, OVCAR-8 98, SK-OV-3 81, OVCAR-5 83, SF-295 83, DU-145 102, OVCAR-3 79, U251 99 and OVCAR-4 94.
For CC(=Nc1ccccc1)C1=C(O)C(Cc2ccccc2)NC1=O (stereo not given) the results were PC-3 5.7*, OVCAR-8 -50*, SK-OV-3 17, OVCAR-5 19, SF-295 -19*, DU-145 -32*, OVCAR-3 -42*, U251 15 and OVCAR-4 40.
`CN1CCC(NS(=O)(=O)c2ccc(NC(=O)CN(c3ccc(F)cc3)S(=O)(=O)c3ccc(Cl)cc3)cc2)CC1` gave PC-3 77, OVCAR-8 86, SK-OV-3 78, OVCAR-5 97, SF-295 96, DU-145 96, OVCAR-3 94, U251 63 and OVCAR-4 88.
For Nc1ccccc1NC(=O)c1ccc(NC(=O)C/C=C/c2cccnc2)cc1 the results were PC-3 37, OVCAR-8 26, SK-OV-3 45, OVCAR-5 30, SF-295 35, DU-145 14, OVCAR-3 33, U251 21 and OVCAR-4 40.
CCCCC1SC2=NCCCN2C1(O)c1ccc(Cl)cc1 (stereo not given) was read as PC-3 89, OVCAR-8 107, SK-OV-3 97, OVCAR-5 89, SF-295 94, DU-145 113, OVCAR-3 110, U251 88 and OVCAR-4 90.
Screening C#CC(O)c1ccccc1 (stereo not given) returned PC-3 97, OVCAR-8 103, SK-OV-3 103, OVCAR-5 101, SF-295 110, DU-145 110, OVCAR-3 106, U251 97 and OVCAR-4 105.
Screening CNC(=O)c1cc(-n2ccc3cc(NC(=O)c4cccc(C(F)(F)F)c4)ccc32)ccn1 returned PC-3 49, OVCAR-8 67, SK-OV-3 107, OVCAR-5 103, SF-295 83, DU-145 91, OVCAR-3 101, U251 91 and OVCAR-4 92.
For C/C(=C(\c1ccc(OCCN2CCOCC2)cc1)c1ccc(OC(=O)C2CCCCC2)cc1)c1ccc(Cl)cc1 the results were PC-3 68, OVCAR-8 101, SK-OV-3 97, OVCAR-5 96, SF-295 106, DU-145 103, OVCAR-3 97, U251 99 and OVCAR-4 111.
Screening Cc1ccc(C2OCC(C)([N+](=O)[O-])CO2)cc1 (stereo not given) returned PC-3 94, OVCAR-8 116, SK-OV-3 98, OVCAR-5 105, SF-295 130, DU-145 112, OVCAR-3 110, U251 106 and OVCAR-4 112.
`NC(C(=O)O)c1ccc(CBr)cc1` (stereo not given) gave PC-3 101, OVCAR-8 98, SK-OV-3 103, OVCAR-5 89, SF-295 113, DU-145 120, OVCAR-3 128, U251 105 and OVCAR-4 110.
Screening C/C=C/Cc1ccccc1O returned PC-3 123, OVCAR-8 104, SK-OV-3 99, OVCAR-5 91, SF-295 75, DU-145 113, OVCAR-3 115, U251 97 and OVCAR-4 115.
For CCC(CC)(C(=O)Nc1ccccc1O)C(=O)Nc1ccccc1O the results were PC-3 93, OVCAR-8 104, SK-OV-3 109, OVCAR-5 107, SF-295 100, DU-145 115, OVCAR-3 114, U251 95 and OVCAR-4 117.
`CCCCCCCCCCCCCCCCCCOc1cccc(CC(=O)NCC[N+]2(C)CCCCC2)c1` gave PC-3 95, OVCAR-8 101, SK-OV-3 111, OVCAR-5 98, SF-295 101, DU-145 114, OVCAR-3 108, U251 100 and OVCAR-4 100.
For O=c1[nH]c(=O)c2c([nH]1)sc1cc(O)ccc12 the results were PC-3 102, OVCAR-8 104, SK-OV-3 91, OVCAR-5 95, SF-295 104, DU-145 109, OVCAR-3 102, U251 103 and OVCAR-4 104.
